High-throughput results: PubChem BioAssay, National Center for Advancing Translational Sciences (NCATS)
GAA inh = qHTS Assay for Inhibitors of Human alpha-Glucosidase as a Potential Chaperone Treatment of Pompe Disease; Lysosomal alpha-glucosidase (Homo sapiens), P10253; purified human GAA, 4-MU-alpha-glucoside fluorescence; Potency, µM (top dose mostly 76.9 µM), without a hit: at the highest dose activity change, negative = inhibition, actives largely listed as inhibitors; 200,000 tested, 0.005% active;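 note: plate controls were uninhibited enzyme wells for no effect and no-enzyme background for full effect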
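Human enzyme at 4 nM with 400 uM 4-methylumbelliferyl-alpha-D-pyranoside, citrate/phosphate buffer pH 5.0, 0.005% Tween-20, 20 min at room temperature. Compounds up to 77 uM. 4-MU fluorescence (Ex 365/Em 440) read after NaOH/glycine stop; AC50 from Hill fit.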
GAA glycogen = qHTS Assay for Inhibitors and Activators of Human alpha-Glucosidase Cleavage of Glycogen. 300,000 tested, 0.38% active. AID 2100, 2009. Potency, µM (series often up to 76.4 µM), without a hit: top-dose activity change, negative = inhibition, usual class: inhibitors. recombinant GAA, glycogen substrate, Amplex Red glucose oxidase fluorescence;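 note: 0% = full enzyme reaction and -100% = no-enzyme basal signal; the screen sought inhibitors and activators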
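Recombinant human alpha-glucosidase (4 nM final) hydrolysed bovine liver glycogen (30 ug) for 40 min at 37 C in pH 5.0 citrate/phosphate with 0.01% Tween-20. Released glucose detected by glucose oxidase/Amplex Red, Ex 573/Em 610 nm. Compounds up to 77 uM; AC50 from Hill fits.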
L3MBTL1 block = qHTS Assay for the Inhibitors of L3MBTL1; AID 485360, 2010; AlphaScreen L3MBTL1–H3K9me1 peptide binding; 230,000 tested, 0.66% active; Lethal(3)malignant brain tumor-like protein 1 (Homo sapiens), Q9Y468; Potency, µM (doses to about 57.1 µM), inactives show at the highest dose activity, negative = inhibition, most hits filed as inhibitors; note: nearly all actives have a fitted effect of over 60% in size
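AlphaScreen proximity signal between nickel-chelate acceptor and streptavidin donor beads (final 10 ug/mL) reports binding of 50 nM L3MBTL1 to 75 nM biotin-H3 K9me1 peptide; complex incubated with compounds 30 min at room temperature; cefsulodin titration as control.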
GoLoco inh red = qHTS Assay for Inhibitors of RGS12 GoLoco Motif Activity (Red Fluorophore); Potency, µM (top dose mostly 61.6 µM), without a hit: top-dose activity, negative = inhibition, actives largely listed as inhibitors; Gai1:RGS12 GoLoco peptide FP, rhodamine, 10 min; Guanine nucleotide-binding protein G(i) subunit alpha-1 (Homo sapiens), P63096; 230,000 tested, 0.44% active; active = well fitted inhibition curve with a large enough effect, not every such curve was filed as active; inactive = no such curve, though single readings can be large or run the other way; note: nearly all actives have a fitted effect of over 30% in size; many of its hits are not listed in these tables
Target sequence (P63096 whole entry, looked up): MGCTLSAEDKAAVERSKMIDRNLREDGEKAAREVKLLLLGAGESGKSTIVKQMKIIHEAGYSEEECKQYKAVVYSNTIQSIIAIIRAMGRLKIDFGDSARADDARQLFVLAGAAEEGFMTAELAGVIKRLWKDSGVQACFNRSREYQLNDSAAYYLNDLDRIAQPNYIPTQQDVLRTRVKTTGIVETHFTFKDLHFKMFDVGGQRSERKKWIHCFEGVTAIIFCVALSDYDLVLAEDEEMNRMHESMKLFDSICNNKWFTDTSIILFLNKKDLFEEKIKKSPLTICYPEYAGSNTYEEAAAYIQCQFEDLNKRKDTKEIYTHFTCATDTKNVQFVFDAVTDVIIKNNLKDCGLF
RECQ1 helicase = qHTS Assay for Inhibitors of RecQ-Like Dna Helicase 1 (RECQ1); RECQ1 DNA unwinding, red fluorescence kinetic read; ATP-dependent DNA helicase Q1 (Homo sapiens), P46063; 240,000 tested, 0.54% active; Potency, µM (top dose mostly 57.3 µM), inactives show at the top dose activity, negative = inhibition, hits mostly inhibitors;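 note: plate controls were vehicle for no effect and no enzyme for full effect; nearly all actives have a fitted effect of over 30% in size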
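50 nM RECQ1T1 preincubated 15 min with compound in Tris pH 8.0 buffer with MgCl2, DTT, Tween-20 and 2.5 ug/ml poly(dI-dC); started with 200 nM TAMRA/BHQ-2 forked duplex and 2 mM ATP. Unwinding read as fluorescence (525/598 nm), two reads 2 h apart.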
TR SRC2 fluor cs = Total Fluorescence Counterscreen for Inhibitors of the Interaction of Thyroid Hormone Receptor and Steroid Receptor Coregulator 2; Potency, µM (series often up to 106 µM), for inactives: at the highest dose fluorescence change, negative = quenching; 280,000 tested, 0.29% active; TRb/SRC2 Texas Red total fluorescence interference; active = well fitted curve in either direction with a large enough effect; inconclusive = small, poorly fitted or top-dose-only effect
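Human TRβ ligand-binding domain (0.6 uM) and Texas Red SRC2 peptide (20 nM) in Tris buffer with 1 uM T3 and 5% DMSO were incubated with pinned compound for 5 hr at ambient temperature. Total fluorescence was computed as S + 2P (555/632 nm).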
aGlu spleen mod = qHTS Assay for Inhibitors and Activators of Human alpha-Glucosidase From Spleen Homogenate | 240,000 tested, 0.006% active | Potency, µM (top dose mostly 79.9 µM), without a hit: at the highest dose activity change, negative = inhibition, usual class: inhibitors | AID 2112, 2009 | human spleen homogenate, 4-MU-alpha-glucoside fluorescence;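 note: 0% = enzyme with vehicle and -100% = no enzyme basal signal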
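AC50 values come from Hill-equation fits of concentration-response data, normalized to no-enzyme and full-activity controls. Enzyme source: 1 ug human spleen homogenate; 1 mM fluorogenic 4-MU glucoside, pH 5.0 citrate buffer, 37 C, 40 min.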
TRb-SRC2 inh = qHTS for Inhibitors of the Interaction of Thyroid Hormone Receptor and Steroid Receptor Coregulator 2. Thyroid hormone receptor beta (Homo sapiens), P10828. TRbeta-SRC2 peptide binding, fluorescence polarization; receptor liganded with 1 µM T3. Potency, µM (titrated, usually from 106 µM), for the others: top-dose activity change, negative = inhibition, usual class: inhibitors. 280,000 tested, 0.065% active. AID 1469, 2008;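 note: plate controls were bound peptide for no effect and peptide without receptor for full effect; nearly all actives have a fitted effect of over 50% in size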
Target sequence (P10828 whole entry, looked up): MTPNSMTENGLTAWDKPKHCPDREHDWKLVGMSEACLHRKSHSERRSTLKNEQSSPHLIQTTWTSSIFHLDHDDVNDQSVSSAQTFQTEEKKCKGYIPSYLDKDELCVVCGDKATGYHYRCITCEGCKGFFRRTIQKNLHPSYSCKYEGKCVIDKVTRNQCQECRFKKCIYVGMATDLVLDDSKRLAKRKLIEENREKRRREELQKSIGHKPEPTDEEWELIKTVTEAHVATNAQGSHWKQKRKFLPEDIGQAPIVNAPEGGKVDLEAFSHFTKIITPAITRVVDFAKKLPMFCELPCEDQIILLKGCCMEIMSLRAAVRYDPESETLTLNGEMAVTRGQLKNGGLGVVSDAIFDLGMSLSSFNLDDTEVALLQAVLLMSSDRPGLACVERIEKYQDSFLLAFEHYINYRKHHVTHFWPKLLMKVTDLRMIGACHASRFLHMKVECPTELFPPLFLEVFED
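Fluorescence polarization of 20 nM Texas Red SRC2 peptide (20-aa NR interaction domain) bound to 0.6 uM human TRb ligand-binding domain, with 1 uM T3, after 5 hr at ambient temperature; inhibition seen as decreased polarization.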
An asterisk follows results filed as active; i = inactive; u = inconclusive; x = not tested or not shown; [ ] = remark or other dose. Unless noted, calls come from the whole dose curve; as a rule, active = well fitted curve in the direction sought with a large enough effect; inconclusive = small, poorly fitted or top-dose-only effect, or another doubt; inactive = no such curve, though single readings can be large; an effect the other way counts as inactive or inconclusive. Unless noted, % is set by controls: 0 for no effect and ±100 for the full control effect; potency is the fitted concentration of half-maximal effect. These rows are one share of the data; count on the stated rates, not on these rows.

SMILES	GAA inh	GAA glycogen	L3MBTL1 block	GoLoco inh red	RECQ1 helicase	TR SRC2 fluor cs	aGlu spleen mod	TRb-SRC2 inh
COc1cccc(-c2nnc(N(C)C(=O)c3ccno3)s2)c1	-10%	6%	3%	4%	10%	-1%	-2%	1%
COc1ccc(C(=O)Nc2ccccc2C(=O)NC(Cc2ccc(O)cc2)C(=O)NNC(=O)c2ccncc2)cc1 (stereo unspecified)	3%	-7%	-2%	5%	-1%	-3%	8%	3%
CC(/C=C/c1ccccc1)=N\NC(=O)C1CC1(C)c1ccccc1 (stereo unspecified)	-1%	-7%	-9%	-6%	-7%	2%	-8%	-4%
C=CCn1c(-c2csc(-c3ccc(Cl)cc3)n2)n[nH]c1=S	-4%	-3%	x	-4%	2%	0%	4%	-5%
O=C(NCc1ccco1)C1CCCN(S(=O)(=O)Cc2ccccc2)C1 (stereo unspecified)	-11%	5%	x	0%	i	3%	0%	5%
Cc1cc(C)cc(NC(=O)c2ccc(CSc3nnc(C)s3)cc2)c1	2%	4%	4%	2%	-12%	0%	-12%	-3%
S=C(CN1CCCC1=S)NCCc1ccccc1	x	1%	8%	1%	-5%	-2%	0%	3%
NS(=O)(=O)c1cnccc1Nc1ccc(Cl)cc1	3%	8%	5%	5%	-2%	-1%	-12%	-9%
COC(=O)NC(c1cccc(F)c1)C(C(C)=O)C(=O)OC (stereo unspecified)	x	x	x	x	12%[11.5 µM]	1%[11.2 µM]	6%[17.4 µM]	6%[11.2 µM]
O=C(Nc1cccc2ccccc12)c1cnsn1	11%	-6%	-4%	10%	-4%	-1%[53 µM]	1%	8%[53 µM]
NC(=O)N=Nc1c(O)[nH]c2ccc([N+](=O)[O-])cc12	-7%	9%	3%	22%	-8%	-6%	7%	4%
CCN(C)Cc1c(C(=O)N2CCc3ccccc3C2)nc2ccc(Cl)cn12	4%	-9%	-3%	1%	-2%	1%	-10%	4%
Cn1cc(Br)c(C(=O)Nc2c(F)c(F)c(F)c(F)c2F)n1	-1%	1%	2%	-2%	-2%	-3%	-4%	-3%
Cc1cc(C)c(OCC(=O)N/N=C/c2ccco2)c(C)c1	-13%	5%	x	5%	i	-1%	0%	-1%
CC(=O)Nc1ccc(C(=O)OC2CCCCC2=O)cc1 (stereo unspecified)	-7%	5%	x	1%	i	-3%	6%	3%
O=C(NCCCCCCOC1=NS(=O)(=O)c2ccccc21)C(=O)Nc1ccccc1	4%	4%	x	8%	i	0%	-5%	4%
Cc1nn(C)c(C)c1NC(=O)c1ccccc1NC(=O)Nc1ccccc1	x	9%	5%	-8%	-1%	-2%	-1%	-4%
CC(=O)N1CCN=C1SCc1ccccc1F	-21%	0%	-3%	2%	i	4%	1%	0%
Cc1cc(C)c(OCC(=O)Nc2cc(C(=O)O)cc(C(=O)O)c2)cc1C	-8%	4%	x	0%	12%	1%	0%	3%
CC(=O)/C=C/c1ccc2ccccc2n1	9%	-4%	-1%	0%	-11%	6%	1%	-1%
CCOC(=O)c1c(N)c(C#N)nn1-c1ccccc1C(=O)OC	-2%	-1%	1%	8%	-2%	0%	3%	2%
Cc1cccc(CC2CC(=O)N(c3nc4ccccc4s3)C2=O)c1 (stereo unspecified)	-7%	-3%	1%	13%	i	-1%	-1%	-6%
O=C(CCC(=O)N(c1cccc(F)c1)C(C(=O)NC1CCCC1)c1ccncc1)Nc1cccnc1 (stereo unspecified)	-4%	-3%	-6%	7%	-10%	1%	-3%	2%
Cn1c(=O)c2c(nc(NCC3CCCO3)n2C)n(C)c1=O (stereo unspecified)	4%	-1%	x	2%	-1%	-1%	-5%	-13%
CCOC(=O)C1=NOC2C(=O)N(c3ccc(Cl)cc3Cl)C(=O)C12 (stereo unspecified)	2%	-7%	x	18%	-3%	-4%	9%	2%
COc1ccc(-n2c(SC3CCOC3=O)nc3ccccc3c2=O)cc1OC (stereo unspecified)	1%	-2%	-5%	16%	-12%	1%	-3%	-1%
CSc1ccccc1NC(=O)Cn1nnc(-c2ccc(S(C)(=O)=O)cc2)n1	-3%	-4%	14%	43%[activator]	-15%	3%	1%	-3%
O=C(Nc1ccccc1C(F)(F)F)NC1CCCCC1	-1%	7%	x	-6%	-12%	0%	-8%	-6%
Cc1ccc(C(=O)NNC(=O)C2CCN(Cc3ccccc3)CC2)cc1	u	10%	-1%	1%	-15%	0%	-9%	-27%
Cn1cccc1C(C#N)c1cccc(F)c1C#N (stereo unspecified)	-5%	-9%	-21%	8%	0%	-1%	-10%	-7%
Cc1nnc(SCc2ccccn2)n(N)c1=O	-2%	6%	21%	4%	-5%	-2%	x	6%
O=[N+]([O-])c1cc(Cl)ccc1N1CCCCC1	-2%	6%	x	24%	-10%	0%	-5%	-6%
Cc1ccc(S(=O)(=O)c2c(C)cc(-c3ccccc3)[nH]c2=O)cc1	u	-6%	-1%	-9%	-8%	-6%	9%	0%
Cc1cc(C)c2cc3c(N)c(C(=O)N4CCOCC4)sc3nc2c1	0%	7%	-1%	3%	-14%	-3%	-1%	4%
C/C(=N\N=C1\NC(=O)C(Cc2ccccc2)S1)c1ccccc1 (stereo unspecified)	-5%	-11%	-6%	-7%	-6%	-1%	x	2%
COC(=O)c1cc2n(n1)CCN(Cc1ccc(OC)cc1)C2=O	-1%	-3%	-1%	-1%	1%	1%	8%	-6%
CCOC(=O)c1sc(NC(=O)c2ccccc2OC)nc1C	-2%	-1%	2%	5%	-2%	-1%	-10%	-12%
C=CCOC(=O)C1=C(C)NC(C)=C(C(=O)OCC=C)C1c1ccco1	x	-3%	4%	5%	-7%	-2%	3%	-7%
N=C1C(c2nc3ccccc3c(=O)[nH]2)=C(O)CN1CCc1ccccc1	10%	6%	x	13%	-5%	-2%	1%	-19%
COc1ccc(C)cc1NC(=O)CSc1nnc(COc2ccccc2)n1Cc1ccco1	-12%	-4%	-11%	0%	-16%	-4%	-9%	-1%
C=CCn1c(SCC(=O)c2cccs2)nc2sc(C)c(C)c2c1=O	-2%	5%	5%	3%	-1%	-2%	-3%	-8%
c1cc2c(c(NCc3ccncc3)c1)CCCC2	11%	2%	x	0%	i	-2%	-3%	-13%
COC(=O)C1=C(N)Oc2c(oc(CO)cc2=O)C1c1ccccc1F (stereo unspecified)	-4%	-5%	7%	12%	3%	-3%	-4%	-2%
CC(C)C(=O)Nc1cccc(NC(=O)c2cc3ccccc3o2)c1	2%	-4%	-7%	6%	-17%	-3%	-17%	-10%
CC(=O)Nc1ccccc1OCC(=O)c1ccc2c(c1)OCO2	-9%	-10%	-3%	x	i	0%	-10%	-22%
COc1ccc(C2CC2C(C)=O)cc1 (stereo unspecified)	-6%	5%	-1%	-1%	-9%	0%	x	-4%
CNC(=O)c1c(NC(=O)c2cc(-c3cc(C)c(C)cc3O)n[nH]2)sc2c1CCCC2	x	0%	x	-2%	3%	-2%	8%	2%
CC(NC(=O)c1noc2c1CCCC2)c1ccccc1 (stereo unspecified)	-8%	1%	2%	0%	-6%	3%	5%	2%
CC(O)CNc1nc2ccccc2n1CC(=O)NCC(F)(F)F (stereo unspecified)	11%	1%	3%	-1%	i	0%	-6%	-2%
CC(C)CO/N=C1/C[C@@H](O)[C@@H](O)[C@@H]2[C@H]3C(=O)N(c4ccc(F)cc4F)C(=O)[C@@H]3CC[C@H]12	x	x	x	x	-1%[11.5 µM]	-1%[11.2 µM]	3%[17.4 µM]	-1%[11.2 µM]
Cc1cc(C)c2c(NC(=S)Nc3ccccc3)n[nH]c2n1	3%	-14%	-7%	-2%	i	0%	5%	6%
NC(=O)CC(NC(=O)c1ccccc1)c1ccc(NCC2CC2)c([N+](=O)[O-])c1 (stereo unspecified)	x	0%	x	-5%	i	0%	-2%	-3%
O=C(CN(Cc1ccc(F)cc1)C(=O)CCC(=O)Nc1ccccn1)NCc1ccco1	-1%	14%	-8%	6%	-5%	0%	4%	-17%
CCc1ccccc1NC(=O)CC1S/C(=N\c2nccs2)N(CC)C1=O (stereo unspecified)	-3%	-2%	1%	8%	-13%	-7%	9%	-5%
Cc1ccc(/C=N/n2nnnc2N)cc1[N+](=O)[O-]	-19%	9%	1%	-2%	-13%	-2%	-1%	14%
O=C(COC(=O)/C=C/c1ccc(Cl)cc1)Nc1ccccc1	4%	7%	-11%	-17%	4%	2%	15%	1%
CC(C)Oc1ccc(C(=O)Nc2ccc(N3CCCCC3)cc2)cc1	1%	-8%	-6%	-7%	-7%	0%	0%	4%

3 of these compounds in a different format:
Values run as follows: GAA inh	GAA glycogen	L3MBTL1 block	GoLoco inh red	RECQ1 helicase	TR SRC2 fluor cs	aGlu spleen mod	TRb-SRC2 inh
C/C(=N\N=C1\NC(=O)C(Cc2ccccc2)S1)c1ccccc1 (stereo unspecified)
→ -5%	-11%	-6%	-7%	-6%	-1%	x	2%
CC(C)CO/N=C1/C[C@@H](O)[C@@H](O)[C@@H]2[C@H]3C(=O)N(c4ccc(F)cc4F)C(=O)[C@@H]3CC[C@H]12
→ x	x	x	x	-1%[11.5 µM]	-1%[11.2 µM]	3%[17.4 µM]	-1%[11.2 µM]
C=CCn1c(SCC(=O)c2cccs2)nc2sc(C)c(C)c2c1=O
→ -2%	5%	5%	3%	-1%	-2%	-3%	-8%
